# GC-B act: human GC-B receptor activators, primary screen, HEK293 GC-B cells, cGMP TR-FRET, EC30 CNP; Atrial natriuretic peptide receptor 2 (Homo sapiens), P20594; 0% at EC30 CNP, 100% saturating CNP; activation, % at 10 µM; actives 0.11% (n = 370,000); AID 1920062, 2024;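 active means activation at 10 µM reaching about 35% in either raw or pattern-adjusted values, limit read from the data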
# rCAG binder: binders of r(CAG) RNA repeats, primary screen, biochemical, fluorescence; r(CAG) RNA repeat, TO-PRO-1 dye displacement fluorescence; inhibition, % at 3 µM; actives 1.3% (n = 370,000);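 active means inhibition above the plate cutoff, the mean of all test compounds on that plate plus 3 SD, cut at about 35% in these data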;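 further: 0% = DMSO alone and 100% = 100 µM mitoxantrone as full dye displacement; higher means more dye released from RNA so lower well fluorescence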
# FXN GAA850 act: FXN promoter activators, primary screen, cell-based, luciferase luminescence, HEK293 lucGAA850 | HEK293 lucGAA850 FXN promoter luciferase reporter, 24 h; percent of 10 µM SAHA response | activation, % at 6 µM | actives 0.56% (n = 360,000) | AID 540364, 2011;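 active means activation above the average of all compounds screened plus 3 SD, cutoff fixed separately per campaign, cut at about 7.5% in these data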;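 further: 0% = DMSO wells and 100% = 10 µM SAHA wells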
# DDE Tn6 FP inh: inhibitors of Tn6 peptide binding to fibrin DD(E), primary screen, biochemical, fluorescence polarization, human fibrin, Tn6 probe; Fibrinogen beta chain (Homo sapiens), P02675; AID 720509, 2013; inhibition, % at 8.3 µM; actives 0.21% (n = 370,000); Fibrin DD(E) TRITC-Tn6 fluorescence polarization displacement;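 active means inhibition above a per-campaign cutoff: mean of compounds within control limits plus 3 SD, cut at about 15% in these data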;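 further: 0% = median of all compound wells on the plate and 100% = blocking peptide control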
# Target sequence (P02675 whole entry, looked up): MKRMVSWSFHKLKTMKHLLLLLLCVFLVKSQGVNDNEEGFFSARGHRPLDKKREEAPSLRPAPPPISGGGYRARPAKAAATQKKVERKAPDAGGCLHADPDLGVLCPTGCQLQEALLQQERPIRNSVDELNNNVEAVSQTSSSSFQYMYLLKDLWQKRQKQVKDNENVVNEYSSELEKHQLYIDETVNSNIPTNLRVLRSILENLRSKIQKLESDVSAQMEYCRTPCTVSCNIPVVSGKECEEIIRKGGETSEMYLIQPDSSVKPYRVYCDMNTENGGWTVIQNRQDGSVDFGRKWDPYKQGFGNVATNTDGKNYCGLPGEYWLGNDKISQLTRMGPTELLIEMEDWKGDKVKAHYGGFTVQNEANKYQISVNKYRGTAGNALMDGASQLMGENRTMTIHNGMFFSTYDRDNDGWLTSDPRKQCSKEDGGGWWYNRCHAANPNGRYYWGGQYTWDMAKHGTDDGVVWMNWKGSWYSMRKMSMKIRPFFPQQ
# proKLK7 act: proKLK7 zymogen activators, primary screen, biochemical, fluorescence intensity. Kallikrein-7 (Homo sapiens), P49862. purified proKLK7, EDANS-DABCYL substrate fluorescence; 100% is mature enzyme control, 0% vehicle. activation, % at 7 µM. actives 0.9% (n = 370,000). AID 652039, 2013;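 active means activation above the mean of all tested compounds plus 3 SD, computed per campaign excluding outliers beyond control limits, cut at about 13% in these data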
# Target sequence (P49862 whole entry, looked up): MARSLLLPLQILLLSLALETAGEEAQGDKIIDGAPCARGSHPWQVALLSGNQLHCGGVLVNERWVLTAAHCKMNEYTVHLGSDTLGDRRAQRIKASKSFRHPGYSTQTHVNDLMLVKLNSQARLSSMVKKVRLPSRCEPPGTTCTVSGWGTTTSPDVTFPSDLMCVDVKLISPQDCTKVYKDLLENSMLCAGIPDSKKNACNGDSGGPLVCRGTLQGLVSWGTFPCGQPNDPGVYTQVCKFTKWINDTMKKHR
# ADAM10 inh: human ADAM10 inhibitors, primary screen, biochemical, QFRET, HTS | Disintegrin and metalloproteinase domain-containing protein 10 (Homo sapiens), O14672 | recombinant ADAM10, EDANS/DABCYL FRET peptide cleavage, 3 h | inhibition, % at 7 µM | actives 0.62% (n = 370,000);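 active means inhibition above a per-campaign cutoff equal to the mean of compounds falling between control-based bounds plus 3 SD, cut at about 20% in these data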;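 further: 0% = DMSO wells while the 100% control is not disclosed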
# ASAP1 inh: inhibitors of human ASAP1 ArfGAP activity, primary screen, biochemical, fluorescence polarization; actives 0.19% (n = 360,000); Arf-GAP with SH3 domain, ANK repeat and PH domain-containing protein 1 (Homo sapiens), …; inhibition, % at 16.5 µM; ASAP1-stimulated ARF1 GTP hydrolysis, GDP FP detection; AID 624377, 2012; in the data active means inhibition above about 25%;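 further: 0% = vehicle with enzyme and substrate and 100% = no enzyme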
# sPLA2-III inh: human group III sPLA2 inhibitors, primary screen, biochemical, QFRET, BODIPY PC-A2 liposome substrate; Group 3 secretory phospholipase A2 (Homo sapiens), Q9NZ20; QFRET BODIPY PC-A2 liposome hydrolysis, fluorescence; inhibition, % at 12.2 µM; actives 0.56% (n = 370,000); AID 743126, 2013;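 active means inhibition above mean plus 3 SD of compounds lying within the high and low control bounds, cut at about 19% in these data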;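 further: 0% = median of test compound wells and 100% = no enzyme DMSO wells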
# ARFGAP1 inhibitor: inhibitors of rat ARFGAP1 GAP activity, primary screen, biochemical, fluorescence polarization, GDP tracer; actives 0.26% (n = 360,000); AID 651572, 2012; Arfgap1-stimulated ARF1 GTP hydrolysis, GDP FP detection; ADP-ribosylation factor GTPase-activating protein 1 (Rattus norvegicus), Q62848; inhibition, % at 16.5 µM;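 active means inhibition above a per-plate limit, mean inhibition of low control wells plus 3 SD, cut at about 25% in these data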;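 further: 0% = DMSO wells with enzyme and 100% = wells lacking Arfgap1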
# Target sequence (Q62848 1-136 limits assumed): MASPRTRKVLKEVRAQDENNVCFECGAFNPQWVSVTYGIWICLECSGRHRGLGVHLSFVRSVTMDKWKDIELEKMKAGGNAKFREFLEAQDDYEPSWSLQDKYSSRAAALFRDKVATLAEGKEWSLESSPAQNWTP
#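 Repeats: one replicate per compound; assay system: rat Arfgap1 catalytic domain, aa 1-136; times: enzyme reaction 120 min at 25 °C after 20 min preincubation; detection: FP of antibody-bound GDP Alexa 633 tracer, ex 620/em 688 nm; benchmarks: high control wells lacking Arfgap1, low control full reaction with DMSO; reagent: human ARF1(Δ1-17)-GTP substrate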
# NPR1 activator: GC-A stimulated cGMP production enhancers – HEK293 GC-A cells, cGMP TR-FRET, EC30 ANP, primary screen; Atrial natriuretic peptide receptor 1 (Homo sapiens), P16066; 0% at EC30 ANP, 100% saturating ANP; activation, % at 10 µM; actives 0.14% (n = 370,000); AID 1671463, 2021; in the data active means activation above about 40%
# * hit, by the source's call; i = inactive; . = no result given.
entry	molecule	GC-B act	rCAG binder	FXN GAA850 act	DDE Tn6 FP inh	proKLK7 act	ADAM10 inh	ASAP1 inh	sPLA2-III inh	ARFGAP1 inhibitor	NPR1 activator
1	CCOC(=O)C(=CNc1cc(C)ccc1[N+](=O)[O-])C(=O)OCC	-2	-2	-3.9	4	-0.1	-1	8	19	0	1
2	COc1ccc(NC2CCCN(C(=O)CSc3ccccc3)C2)cc1OC (stereo not given)	-4	-3	2.9	-1	-0.5	-17	-3	10	-6	3
3	O=C(Nc1c(-c2ccccc2)[nH][nH]c1=O)c1ccc(-c2ccccc2)cc1	1	5	.	-8	-0.1	-11	5	5	-2	4
4	CCNC(=O)C1(C)CCN(Cc2csc(-c3ccccc3)n2)C1 (stereo not given)	0	-1	3.7	3	-0.3	-2	11	-2	9	0
5	Cn1c(-c2cc3c(C(F)(F)F)nn(C)c3s2)n[nH]c1=S	-3	2	1.5	-1	-18	-81	12	13	3	-4
6	Cc1ccc(C)c(NCC(=O)c2ccc(Cl)cc2)c1	3	-4	0.0	-1	0.3	-9	4	1	17	2
7	CC(=O)Nc1ccc(S(=O)(=O)c2cc(O)ccc2O)cc1	3	2	3.1	-2	-0.1	-3	-5	3	-1	-2
8	CCCc1cc(=O)oc2cc(C)c(CN3CCCC3)c(O)c12	1	37*	1.7	1	-0.6	-4	-3	9	-3	-5

# Arranged by value in DDE Tn6 FP inh (falling): 6 from the list above.
cpd	compound	DDE Tn6 FP inh
1	CCOC(=O)C(=CNc1cc(C)ccc1[N+](=O)[O-])C(=O)OCC	4
4	CCNC(=O)C1(C)CCN(Cc2csc(-c3ccccc3)n2)C1 (stereo not given)	3
8	CCCc1cc(=O)oc2cc(C)c(CN3CCCC3)c(O)c12	1
2	COc1ccc(NC2CCCN(C(=O)CSc3ccccc3)C2)cc1OC (stereo not given)	-1
7	CC(=O)Nc1ccc(S(=O)(=O)c2cc(O)ccc2O)cc1	-2
3	O=C(Nc1c(-c2ccccc2)[nH][nH]c1=O)c1ccc(-c2ccccc2)cc1	-8

# Further results
entry	molecule	GC-B act	rCAG binder	FXN GAA850 act	DDE Tn6 FP inh	proKLK7 act	ADAM10 inh	ASAP1 inh	sPLA2-III inh	ARFGAP1 inhibitor	NPR1 activator
9	CCCC(=O)OCC(=O)Nc1cc(C(C)(C)C)nn1-c1ccccc1	-9	-9	1.7	-6	-0.1	1	16	-5	8	0
10	COc1cc(/C=N/NC(=O)c2ccc(NS(=O)(=O)c3cccs3)cc2)cc(OC)c1O	0	8	-1.5	-16	0.6	-8	1	-13	-2	5
11	NS(=O)(=O)c1ccc(NC(=O)c2cc(-c3cc(Cl)ccc3O)n[nH]2)cc1	-6	34	1.5	0	-0.4	-5	12	-22	13	5
12	COc1cccc(OC)c1C(=O)N1CCN(S(=O)(=O)c2ccccc2)CC1	-5	0	0.6	5	0.3	3	8	4	7	3
13	O=C(CCCc1cccs1)Nc1ccc2c(c1)OCO2	3	-1	3.6	0	-0.7	1	2	-1	-13	4
14	CCNC(=S)NNC(=O)c1cc(-c2ccc(OC)cc2)nc2ccccc12	2	32	3.5	-11	6.5	-176	3	7	-2	1
15	CC(=O)Nc1cccc(-c2nc3ccc(NC(C)=O)cc3s2)c1	3	7	4.8	7	26*	i	6	2	14	3
16	CCN(CCCNC(=O)COc1cc(=O)n(CC)c2ccccc12)Cc1ccccc1	-10	-6	-2.7	3	-0.1	-1	5	1	10	-4

# Compound profiles, as listed above. Screens in order: GC-B act	rCAG binder	FXN GAA850 act	DDE Tn6 FP inh	proKLK7 act	ADAM10 inh	ASAP1 inh	sPLA2-III inh	ARFGAP1 inhibitor	NPR1 activator
# CCCC(=O)OCC(=O)Nc1cc(C(C)(C)C)nn1-c1ccccc1 in the list: -9	-9	1.7	-6	-0.1	1	16	-5	8	0
# COc1cc(/C=N/NC(=O)c2ccc(NS(=O)(=O)c3cccs3)cc2)cc(OC)c1O in the list: 0	8	-1.5	-16	0.6	-8	1	-13	-2	5

# The list continues.
entry	molecule	GC-B act	rCAG binder	FXN GAA850 act	DDE Tn6 FP inh	proKLK7 act	ADAM10 inh	ASAP1 inh	sPLA2-III inh	ARFGAP1 inhibitor	NPR1 activator
17	CCN(CC)C(=O)Cn1cc(C(=O)C(=O)NCc2ccco2)c2ccccc21	3	0	0.3	-2	0.2	0	3	-1	1	0
18	CCOc1ccc(/C=C(/C#N)c2nnc(N3CCOCC3)n2-c2ccccc2)cc1OC	-5	-2	0.7	0	0.2	-1	11	7	-7	-3
19	Cc1ccc(S(=O)(=O)N(C)C)cc1NC(=O)COC(=O)c1ccc2c(c1)NC(=O)CS2	-3	8	0.9	-6	0.1	3	-6	-14	1	-1
20	O=C(NCc1ccccc1)c1cccc(F)c1F	-5	-1	0.7	-11	-0.3	-15	-8	6	8	2
21	c1cc[n+](CCC[n+]2ccccc2)cc1	0	-1	0.0	-7	-0.3	6	-5	16	-3	8
22	Cc1nc(NC(=O)CSc2nnc3ccccn23)c(Cl)cc1Cl	0	1	2.1	2	0.1	-11	-1	0	7	2
23	Cc1cccc(NC(=O)c2ccc(C)c(S(=O)(=O)N3CCCCC3)c2)n1	2	-5	1.4	2	-0.4	-1	12	0	4	1
24	COc1ccc(-c2csc(/C(C#N)=C/Nc3ccc4c(c3)OCCO4)n2)cc1	3	2	3.1	-1	0.8	-2	-8	0	20	3

# Records listed above marked active in proKLK7 act:
nr	SMILES	GC-B act	FXN GAA850 act	DDE Tn6 FP inh	proKLK7 act	ADAM10 inh	ASAP1 inh	sPLA2-III inh	ARFGAP1 inhibitor	NPR1 activator
15	CC(=O)Nc1cccc(-c2nc3ccc(NC(C)=O)cc3s2)c1	3	4.8	7	26*	i	6	2	14	3

# Limited to FXN GAA850 act and DDE Tn6 FP inh, for five of the compounds above:
cpd | Compound | FXN GAA850 act | DDE Tn6 FP inh
20 | O=C(NCc1ccccc1)c1cccc(F)c1F | 0.7 | -11
21 | c1cc[n+](CCC[n+]2ccccc2)cc1 | 0.0 | -7
22 | Cc1nc(NC(=O)CSc2nnc3ccccn23)c(Cl)cc1Cl | 2.1 | 2
23 | Cc1cccc(NC(=O)c2ccc(C)c(S(=O)(=O)N3CCCCC3)c2)n1 | 1.4 | 2
24 | COc1ccc(-c2csc(/C(C#N)=C/Nc3ccc4c(c3)OCCO4)n2)cc1 | 3.1 | -1

# New compounds follow
entry	molecule	GC-B act	rCAG binder	FXN GAA850 act	DDE Tn6 FP inh	proKLK7 act	ADAM10 inh	ASAP1 inh	sPLA2-III inh	ARFGAP1 inhibitor	NPR1 activator
25	COc1ccc(C2Nc3ccccc3C(=O)N2c2ccc(F)cc2)cc1Cn1nnc2ccccc21 (stereo not given)	-1	4	-1.2	-1	-2.1	-50	1	6	-1	-8
26	O=C1CS/C(=N/N=C/c2cccs2)N1Cc1ccc(F)cc1	13	1	0.7	-6	0.5	3	-10	-4	4	6
27	O=[N+]([O-])c1ccccc1-n1cnc2ccccc21	-5	-3	2.4	-2	-0.4	5	-1	0	11	-2
28	COc1ccc(C)cc1NC(=O)CN1C(=O)COc2ccc(S(=O)(=O)N3CCCCCC3)cc21	1	1	-1.2	4	-0.1	5	-8	-6	-4	-3
29	OC(c1ccc(F)cc1)c1nc(-c2ccccc2)cs1 (stereo not given)	5	3	2.8	6	-1.2	6	-5	-3	1	3
30	Cc1nc(Nc2cccc(C(C)O)c2)c2nnn(Cc3ccc(F)cc3)c2n1 (stereo not given)	6	-3	-1.0	-8	0.4	15	5	-5	-2	8
31	COc1ncccc1-c1nnn(-c2ccc(Cl)c(Cl)c2)n1	-4	2	3.8	1	0.5	-6	15	-2	1	1
32	COc1ccc(/C=N/NC(=O)C2c3ccccc3-c3ccccc32)cc1	-1	6	0.5	-4	-0.4	-3	3	-20	-7	-4
33	COc1ccc([N+](=O)[O-])cc1N(CC(=O)Nc1ccccc1C(=O)N1CCOCC1)S(C)(=O)=O	0	-2	0.9	3	0.1	6	-10	2	7	3
34	CCOCCCNC(=O)C1CCCN1S(=O)(=O)c1ccc(Cl)cc1 (stereo not given)	3	-2	0.1	-2	0.4	3	14	1	1	-4
35	CCOC(=O)c1[nH]c2ccc(F)cc2c1NC(=O)c1cc(OC)c(OC)c(OC)c1	3	5	-2.3	-4	-0.7	-4	4	-16	-6	8
36	Cc1ccc(C(=O)N/C(=C\c2cn(C)c3ccccc23)C(=O)OCCN(C)C)cc1	3	-2	0.6	5	-0.6	5	3	-15	11	-5
37	Cc1nnc(SCC(=O)NC(C)(C)C)n1NCc1ccc(N(C)C)cc1	0	-8	0.2	11	0.0	-2	-4	5	-8	2
38	CN1C[C@]2(C=C3CCCCC3n3c(=O)n(-c4ccccc4)c(=O)n32)N=C1NC(=O)c1ccccc1 (stereo not given in full)	6	8	.	-1	0.0	5	.	-6	.	-2
39	COc1ccc(/C=C2\SC(=N)N(c3ccc(F)cc3)C2=O)cc1	-4	6	-0.4	0	0.5	4	-2	-7	2	1
40	Cc1cc(C(=O)CN2C(=O)C(=O)N(Cc3ccccc3)C2=O)c(C)n1-c1ccccc1F	1	5	-0.5	3	0.6	-5	7	-4	-7	2
41	Nc1nc(SCC(=O)N2CCN(c3ccccc3)CC2)n[nH]1	0	0	-1.3	0	-0.3	10	2	5	7	2
42	O=C(CNC(=O)c1ccco1)N=Nc1c(O)[nH]c2ccc(Br)cc12	-6	7	2.5	-7	0.0	-4	1	4	2	-4
43	CCOP(=O)(OCC)C(Cc1ccc(OC)c(OC)c1)N=C(c1ccccc1)c1ccccc1 (stereo not given)	-17	0	.	-1	-0.2	-3	17	7	-20	-25
44	OC[C@@H]1CN(Cc2ccco2)C[C@H](n2cnc3c(NCc4ccncc4)ncnc32)O1	3	2	-1.9	-3	0.5	-14	-9	-2	10	1
45	COc1ccccc1NS(=O)(=O)c1cccc(C(=O)N/N=C/c2c(CO)cnc(C)c2O)c1	0	16	1.1	0	-6.0	-273	-1	-28	-6	2
